Screening data: PubChem, The Scripps Research Institute Molecular Screening Center
GPR151 activ – activators of human GPR151, primary screen, cell-based, PathHunter beta-arrestin, luminescence. hit rate 1% among 650,000. activation, % at 11.2 µM. PathHunter beta-arrestin GPR151 cells. G-protein coupled receptor 151 (Homo sapiens), Q8TDV0; in the data active = activation above about 4.9%;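 note: 0% = median of compound wells and 100% = cells with positive control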
Target sequence (Q8TDV0 whole entry, looked up): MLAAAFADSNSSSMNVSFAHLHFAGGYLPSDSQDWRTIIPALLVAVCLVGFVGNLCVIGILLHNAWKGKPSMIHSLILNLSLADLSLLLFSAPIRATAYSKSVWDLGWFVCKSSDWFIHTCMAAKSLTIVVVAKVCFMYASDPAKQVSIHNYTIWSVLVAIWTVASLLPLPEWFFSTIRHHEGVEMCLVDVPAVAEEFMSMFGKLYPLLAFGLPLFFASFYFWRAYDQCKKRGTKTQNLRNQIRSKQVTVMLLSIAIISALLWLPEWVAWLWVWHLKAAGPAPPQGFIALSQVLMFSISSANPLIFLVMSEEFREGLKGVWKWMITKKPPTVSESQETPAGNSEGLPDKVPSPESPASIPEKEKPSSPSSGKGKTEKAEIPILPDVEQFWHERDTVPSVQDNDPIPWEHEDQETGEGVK
TEAD-YAP block – TEAD-YAP interaction inhibition, primary screen, TEAD-YAP interaction inhibitor project, luminescence, HEK-TIYL cells | AID 1259422, 2018 | hit rate 1.4% among 640,000 | inhibition, % at 9.12 µM | TEAD-Gal4/YAP UAS-luciferase luminescence; in the data active = inhibition above about 32%;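 note: 0% = median of test compound wells and 100% = reference inhibitor wells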
FBW7 act – FBW7 E3 ligase activators, primary screen, biochemical, AlphaScreen, human; F-box/WD repeat-containing protein 7 (Homo sapiens), Q969H0; AlphaScreen FBW7–phospho-cyclin E peptide binding, activator screen; normalized activity (activation), % at 26.1 µM; hit rate 0.13% among 650,000; AID 1259310, 2017; in the data active = normalized activity above about 1.9%;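 note: purified mutant Fbw7 with reduced substrate affinity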
MITF primary – MITF inhibitors, primary screen, biochemical, AlphaScreen, human; Microphthalmia-associated transcription factor (Homo sapiens), O75030; AlphaScreen MITF homodimerization, bead proximity signal; inhibition, % at 2.6 µM; hit rate 0.91% among 650,000; in the data active = inhibition above about 50%;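 note: 0% = vehicle wells with protein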
Target sequence (O75030 whole entry, looked up): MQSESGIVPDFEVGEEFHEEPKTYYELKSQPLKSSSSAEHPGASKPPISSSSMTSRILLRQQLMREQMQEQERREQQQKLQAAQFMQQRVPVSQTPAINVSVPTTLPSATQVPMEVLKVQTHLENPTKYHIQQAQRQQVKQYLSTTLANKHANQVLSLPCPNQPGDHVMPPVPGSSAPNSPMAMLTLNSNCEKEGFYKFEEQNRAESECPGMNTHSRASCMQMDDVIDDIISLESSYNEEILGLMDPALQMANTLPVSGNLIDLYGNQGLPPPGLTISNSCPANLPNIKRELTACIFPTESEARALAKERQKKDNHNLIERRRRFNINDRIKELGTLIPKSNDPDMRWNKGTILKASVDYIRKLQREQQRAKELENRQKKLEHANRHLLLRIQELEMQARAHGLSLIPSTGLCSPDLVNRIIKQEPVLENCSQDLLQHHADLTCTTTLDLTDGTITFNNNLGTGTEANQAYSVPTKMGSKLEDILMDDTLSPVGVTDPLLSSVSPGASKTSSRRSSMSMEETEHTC
* marks the source's active call; other numbers are inactive results.

Values in the order – GPR151 activ | TEAD-YAP block | FBW7 act | MITF primary
> Clc1ncc(-c2ccncc2)c2nc(Cc3ccc(Br)cc3)[nH]c12
 : 0.9 | -1 | 0.0 | 31
> Cc1cc(OCC(=O)Nc2ccc3c(c2)C(=O)NC3=O)cc(C)c1Cl
 : 1.1 | 7 | 0.0 | -11
> O=C(NCCc1cccc(Cl)c1)c1ccncc1
 : 2.6 | -22 | -0.1 | 10
> COc1cccc(C(C(F)(F)F)P(C)(=O)O)c1 (stereo not given)
 : 2.4 | 9 | 0.0 | -3
> CCOC(=O)c1sc2nc(C)n(CC(=O)Nc3ccc(C)c(F)c3)c(=O)c2c1C
 : 0.1 | 15 | -0.1 | -3
> Cc1ccc(S(=O)(=O)Cn2nnnc2CN2CCN(Cc3ccccc3)CC2)cc1
 : -0.6 | 12 | 0.2 | 15
> CC(C)(C)NC(=O)C(=O)N1CCCCC1
 : -0.7 | 2 | 0.1 | -1
> O=C(CCCn1c(SCc2cccc([N+](=O)[O-])c2)nc2ccccc2c1=O)NCc1ccco1
 : -0.1 | 3 | -0.1 | 4
> Cc1ccc(O)c(N=Cc2cccc(C)c2O)c1
 : -1.3 | -5 | -0.1 | 3
> CC(C)(C)NC(=O)NC(=O)CSc1nnc(N)s1
 : -2.3 | 1 | 0.1 | 10
> CCOC(=O)c1c(NC(=O)COc2ccc(Cl)cc2C)sc2c1CCCCC2
 : 1.3 | 9 | -0.1 | 5
> CC(=O)C1CCCN(C(=O)CCN2Cc3ccccc3OC(c3ccccc3F)C2)C1 (stereo not given)
 : 1.4 | -8 | 0.2 | 13
> COC(=O)CN(C)S(=O)(=O)c1ccc(OC)c(Cl)c1
 : 0.8 | -3 | 0.2 | 20
> CCCCC(C)n1[nH]c(=O)c2c(C)cc(C)nc21 (stereo not given)
 : -1.2 | 2 | 0.2 | -4
> O=C(CCC(=O)Nc1cccc(Br)c1)N/N=C/c1ccc(Cl)cc1
 : 2.0 | 5 | 0.0 | -2
> CCOc1cc(/C=C2/N=C(c3ccc(Cl)cc3)OC2=O)ccc1OCc1ccc(Cl)cc1
 : 0.2 | -8 | 0.3 | 15
> COc1ccc(C)cc1NC(=O)CNCC(C)O (stereo not given)
 : 2.7 | -8 | 0.2 | 31
> Cc1cccc(C)c1OCCOCCN(C)CCO
 : 1.0 | 14 | -0.2 | 25
> Cc1ccc2c(c1)c1nnc(SCc3cccnc3)nc1n2C
 : 0.6 | -2 | 1.1 | -1
> CC(NC(=O)c1cccnc1)c1nnc2n1CCN(Cc1cccc(F)c1)CC2 (stereo not given)
 : 1.7 | -3 | 0.3 | 2
> O=C(N/N=C1/CCc2ccccc21)C1CC1
 : -1.7 | -1 | -0.1 | 6
> O=C(Cn1c(=O)oc2ccccc21)NCc1ccc2c(c1)OCO2
 : 0.8 | -12 | 0.4 | 3
> CCN1CCN(C(=O)CCn2nc(-c3ccccc3)ccc2=O)CC1
 : 1.2 | -5 | 1.1 | 19
> CSc1nnc(NC(=O)/C=C\c2ccc3c(c2)OCO3)s1
 : -0.4 | -6 | 0.1 | 3
> Cc1c(C(=O)N2CCc3ccccc32)oc2ccccc12
 : -1.9 | 20 | 0.1 | 7
> CCn1cc(CN2CCN(CC(C)(C)C)C(CCO)C2)c2ccccc21 (stereo not given)
 : 2.3 | 3 | 0.1 | 8
> Cc1ccc(S(=O)(=O)N2CCN(c3cc(N4CCCC4)c(F)cc3[N+](=O)[O-])CC2)cc1
 : 0.3 | 7 | 0.0 | -3
> Cc1cnc(NC(=O)CN2CCC(O)(c3ccc(F)cc3)CC2)s1
 : -0.5 | 3 | -0.1 | 8
> O=C(COC(=O)c1cc(Cl)ccc1[N+](=O)[O-])NC1CC1
 : -0.3 | 2 | -0.1 | 8
> Cc1ncn(-c2ccc(Nc3nccc(-c4ccc(C#N)c(N5CCOCC5)c4)n3)cc2)n1
 : 0.4 | 6 | 0.3 | -9
> Fc1ccccc1COc1cccc(CNCc2ccccn2)c1
 : -1.9 | 0 | -0.7 | 2
> O=C1CC(N2CCN(c3ncccn3)CC2)C(=O)N1c1ccc(Cl)cc1 (stereo not given)
 : -1.3 | 3 | 0.7 | 11
> COCCCNC(=O)CC1C(=O)NCCN1Cc1ccc(OC)cc1OC (stereo not given)
 : -1.7 | 8 | 0.4 | 9
> COc1ccc(OC(C)C(=O)Nc2cccc(OC)c2)cc1 (stereo not given)
 : 0.1 | -3 | 0.5 | -17
> CC(C)n1c(N2CCN(C(=O)NCc3ccccc3)CC2)nc2ccccc21
 : -0.5 | 1 | -0.2 | -9
> O=C(NCc1cccnc1)C1CCCN1S(=O)(=O)c1ccc(Cl)cc1 (stereo not given)
 : -0.3 | -3 | -0.1 | -4
> Cc1ccc(OCCn2c(/C=C(/OC(=O)c3ccc(Cl)cc3)c3ccc(Cl)cc3)nc3ccccc32)cc1
 : -2.1 | -8 | -0.1 | -13
> CC1(C)CC(=O)c2cnc(NC(=O)c3ccccc3Cl)nc2C1
 : -0.4 | -4 | -0.1 | -5
> COc1cc(/C=C(/C#N)C(=O)Nc2ccc(Cl)cc2)cc(OC)c1O
 : 0.5 | 1 | 0.0 | 4
> Cc1nc(N2CCCCC2)c(C#N)c(C)c1Cl
 : 0.5 | 1 | -0.1 | -3
> Cc1ccc(-n2nc(C)c3c(C)c(CCC(=O)N4CCC(C(N)=O)CC4)c(C)nc32)cc1C
 : 3.3 | 8 | -0.4 | 3
> CCc1ccc(/C(C)=N/NC(=O)c2ccc(Br)o2)cc1
 : -0.3 | -48 | -0.1 | -20
> Cc1cccc(S(=O)(=O)NCCC(=O)OCC(=O)Nc2ccc(C#N)cc2)c1
 : 1.5 | 4 | 0.1 | 15
> COCCCNC(=O)C1CC(=O)N(CCc2ccccc2)C1 (stereo not given)
 : 2.4 | 4 | 0.0 | 2
> CC1(C)CC(=O)C2=C(C1)NC1=C(C(=O)c3ccccc31)C2c1ccc([N+](=O)[O-])o1 (stereo not given)
 : 0.4 | 16 | -0.6 | 19
> COc1ccc(S(=O)(=O)Nc2cccc(C(C)=O)c2)cc1Cl
 : -1.4 | -7 | -0.1 | -12
> Cc1ccnc(SCc2cn3c(C)cc(C)nc3n2)n1
 : -0.9 | -3 | 0.5 | 26
> COc1cc(C(=O)N2CC(C)OC(C)C2)cc(OC)c1OC (stereo not given)
 : 0.6 | 9 | 0.4 | 15
> O=C(Nc1ccc(Cc2ccncc2)cc1)c1cccc(OCc2ccccc2)c1
 : 0.0 | 20 | -0.3 | 1
> CCc1ccc(C2=NC(c3ccc(C(=O)OC)cc3)NC(c3cc(Br)ccc3O)C2)cc1 (stereo not given)
 : -0.6 | 5 | 0.3 | 9

Other entries.
Values in the order – GPR151 activ | TEAD-YAP block | FBW7 act | MITF primary
> O=C(Nc1sc2c(c1C(=O)NCC1CCCO1)CCCC2)c1ccccc1[N+](=O)[O-] (stereo not given)
 : 1.3 | 4 | -0.1 | 18
> COc1ccc(C(=O)Oc2ccc3oc(=O)cc(C)c3c2)cc1OC
 : 0.2 | 3 | 0.6 | -7
> CC(=O)NC1=C(Cl)C(=O)c2ccccc2C1=O
 : -0.9 | 3 | 0.4 | -2
> COc1cccc(COC(=O)c2nc3nccc(C)n3n2)c1
 : 0.5 | -5 | 0.0 | -1
> CCCc1[nH]n(-c2ccc([N+](=O)[O-])cc2)c(=O)c1C=NCc1ccncc1
 : -1.7 | 10 | 0.0 | 1
> Cc1ccc(Cl)cc1N(CC(=O)Nc1cccc([N+](=O)[O-])c1)S(C)(=O)=O
 : 2.6 | -6 | -0.1 | -13
> CCN1CCN(CCCN(Cc2ccco2)C(=S)Nc2ccc(C)c(C)c2)CC1
 : 0.3 | 4 | -0.6 | -2
> O=C(Cc1cn(-c2ccc(N3CCOCC3)nn2)c2ccccc12)NCc1cccnc1
 : -1.2 | -18 | 0.0 | -3
> O=C(CN1CC(c2ccccc2)CC1=O)N1CCN(c2ccc([N+](=O)[O-])cc2)CC1 (stereo not given)
 : 0.3 | 27 | -0.5 | 0
> Cc1cc(C)n(CCCNCC(O)COCc2ccccc2)n1 (stereo not given)
 : 0.4 | 5 | -0.2 | 38
> Cn1c(Nc2cc(NC3CC3)ncn2)nc2ccccc21
 : -0.6 | -28 | -0.3 | -12
> Cc1ccc(/C=C2\SC(=S)N(CC(=O)Nc3cc([N+](=O)[O-])ccc3O)C2=O)cc1
 : 1.5 | -4 | 0.0 | -5
> COCCn1c(C)cc(C(=O)CSc2nc(-c3cccc([N+](=O)[O-])c3)cs2)c1C
 : 0.0 | -10 | -0.2 | -10
> O=C(Cn1cnc2sc3c(c2c1=O)CCCC3)N1CCC(Cc2ccccc2)CC1
 : -0.5 | 3 | 0.1 | -3
> Cc1nc2[nH]onc2c2nccc(=O)c12
 : -0.7 | 2 | 0.0 | 16
> O=S(=O)(Nc1cccc(S(=O)(=O)N2CCOCC2)c1)c1ccc2ccccc2c1
 : -0.3 | -10 | 0.0 | 3
> O=C(CSc1nc2sc3c(c2c(=O)n1CCc1ccccc1)CCC3)c1ccc(Cl)cc1
 : 1.2 | -3 | 0.1 | 5
> O=C1C2C3C=CC(C3)C2C(=O)N1/N=C/c1ccc(OCc2ccc([N+](=O)[O-])cc2)cc1 (stereo not given)
 : -2.0 | -34 | 0.0 | -1
> Cc1ccc(C(=O)Nc2nnc(CC(C)(C)C)s2)cc1
 : 1.2 | -46 | 0.3 | 22
> O=C(NCc1cccs1)c1nccc(Nc2ccncn2)n1
 : -0.7 | -12 | -0.2 | 8
> CCOC(=O)CSc1nnc(-c2ccccc2OC)o1
 : 1.0 | 3 | -0.2 | 6
> O=C(O)CNc1cc(N2CCCCCC2)c2noc3c2c1C(=O)c1ccccc1-3
 : -4.9 | 77* | -0.6 | 61*
> COc1ccccc1NC(=O)CSc1nnc2nc(C)cc(C)n12
 : 0.1 | 5 | -0.1 | 13
> C[C@@H]1CN(C(=O)c2nc3ccc(Cl)cn3c2CNCCc2cscn2)C[C@H](C)O1
 : -0.2 | -2 | 0.1 | 1
> O=S(=O)(Nc1ccc(-c2cn3cccnc3n2)cc1)c1cc(Cl)ccc1Cl
 : -0.6 | -1 | -0.1 | 17
> Cc1cc(=O)oc2cc(NC(=S)N3CCN(C(=O)c4ccco4)CC3)ccc12
 : 2.1 | -5 | 0.4 | 23
> Cc1ccc(/C=N\NC(=O)c2ccc(=O)[nH]n2)o1
 : 1.1 | 2 | -0.2 | -8
> CCCCCCSc1nnc2c(n1)OC(c1ccc(OCC(=O)O)c(OC)c1)Nc1ccccc1-2 (stereo not given)
 : -0.5 | 7 | -0.1 | -2
> CCOC(=O)N1CCN(C(=O)CCC2(Cc3ccc4ccccc4c3)CCC(=O)N2)CC1 (stereo not given)
 : 0.1 | 4 | 0.0 | -3
> CC1=CC2CC1C1C(=O)N(c3ccccc3OC(C)C(=O)c3ccccc3)C(=O)C21 (stereo not given)
 : 2.1 | 4 | 0.0 | 2
> CN(C)c1cccc(Nc2cc(C(=O)Nc3ccc(N4CCOCC4)cc3)ccn2)c1
 : 5.0* | 0 | -0.2 | 13
> COCCNc1ccnc2c(-c3ccc(F)cc3)cnn12
 : -0.3 | 9 | 0.2 | 11
> CCOC(=O)c1c(NC(=O)c2ccc(S(=O)(=O)N(C)c3ccccc3)cc2)sc2c1CC(C)(C)NC2(C)C
 : -0.3 | 1 | 0.0 | -9
> Cn1c(=O)c2c(nc(NCCOCCO)n2Cc2ccccc2Cl)n(C)c1=O
 : 1.8 | 14 | 0.0 | 19
> CCOc1cc(C=O)ccc1OCc1ccccc1
 : 0.4 | 14 | -0.1 | 0
> COc1cc2nc(C3CCC3)n(NC(=O)c3ccccc3C)c(=O)c2cc1OC
 : -0.4 | -2 | 0.1 | 0
> COc1cc([N+](=O)[O-])ccc1NC(=O)CSc1nc2ccccc2s1
 : 1.1 | 7 | -0.2 | -21
> OCC1OC(Oc2cccc3ccccc23)C(O)C(O)C1O (stereo not given)
 : -0.6 | 4 | 0.1 | -7
> CCCCCCCC(O)(CCCCCCC)C(=O)NN(C(=O)/C=C/c1ccccc1)c1ccccc1
 : -0.7 | 0 | -0.1 | 0
> Cc1noc(-c2ccccc2)c1NC(=O)Nc1ccccc1
 : 0.4 | 2 | 0.1 | 10
> O=C(CN1CCc2nc(N3CCCC3)[nH]c(=O)c2C1)Nc1nccs1
 : -1.8 | 0 | 0.1 | 6
> O=C(NCCc1ccc(O)cc1)c1csc(N2CCCC2CO)n1 (stereo not given)
 : 0.2 | 1 | 0.0 | 10
> CCOC(=O)C1=C(N)OC2=C(C(=O)CC(c3ccccc3)C2)C1c1cccnc1 (stereo not given)
 : 1.6 | 13 | -0.1 | 4
> O=C(CN1C(=O)c2ccccc2C1=O)Nc1ccccc1C(=O)NC1CCCCCC1
 : 0.4 | 4 | -0.1 | 5
> O=C(Cn1c(=O)n(Cc2ccccc2)c(=O)c2ccccc21)NCC1CCCO1 (stereo not given)
 : -1.1 | -5 | 0.1 | 6
> CCOC(=O)CCCC(=O)N1CCOCCOCCOCCOCC1
 : -0.3 | -4 | 0.0 | 1
> CCOC(=O)c1ccc(SCc2ccccc2F)c([N+](=O)[O-])c1
 : 0.2 | -2 | 0.0 | 1
> Cc1ccc(-c2cc3nc(C(F)(F)F)cc(C(F)(F)F)n3n2)cc1
 : 0.1 | -9 | -0.1 | -2
> Cc1nnc(N2C(=O)C(O)=C(C(=O)c3cccs3)C2c2ccc(C(C)(C)C)cc2)s1 (stereo not given)
 : 2.2 | 0 | -0.1 | 26
